Screens as filed in PubChem BioAssay.
mcGAS lum: cyclic GMP-AMP synthase inhibitors, mouse, primary biochemical chemiluminescence. recombinant cGAS, Kinase-Glo ATP depletion luminescence. Q8C6L5. inhibition, % at 12.5 µM. 0.15% of 160,000 active;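 also: 0% = negative control wells and 100% = reference inhibitor with no enzyme activity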
NPYLR7 agonist: agonists of mosquito NPYLR7 receptor, primary screen, cell-based, Aedes aegypti, calcium fluorescence, mosquito biting behavior; activation, % at 10 µM; Aedes aegypti neuropeptide Y-like receptor 7 (NPYLR7); HEK293T NPYLR7/Galpha15, GCaMP6s calcium fluorescence; AID 1259423, 2018; 0.15% of 270,000 active; in the data active = activation above about 40%;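 also: 0% = vehicle and 100% = reference agonist at the receptor; some compounds past the cut are filed as inactive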
hcGAS inh: Primary biochemical luminescence assay for human cyclic GMP-AMP synthase inhibitors; recombinant h-cGAS, ATP depletion, Kinase-Glo luminescence; inhibition, % at 12.5 µM; 0.081% of 290,000 active;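 also: 0% = vehicle reaction and 100% = reaction without DNA for no activity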
Target sequence (Q8N884 whole entry, looked up): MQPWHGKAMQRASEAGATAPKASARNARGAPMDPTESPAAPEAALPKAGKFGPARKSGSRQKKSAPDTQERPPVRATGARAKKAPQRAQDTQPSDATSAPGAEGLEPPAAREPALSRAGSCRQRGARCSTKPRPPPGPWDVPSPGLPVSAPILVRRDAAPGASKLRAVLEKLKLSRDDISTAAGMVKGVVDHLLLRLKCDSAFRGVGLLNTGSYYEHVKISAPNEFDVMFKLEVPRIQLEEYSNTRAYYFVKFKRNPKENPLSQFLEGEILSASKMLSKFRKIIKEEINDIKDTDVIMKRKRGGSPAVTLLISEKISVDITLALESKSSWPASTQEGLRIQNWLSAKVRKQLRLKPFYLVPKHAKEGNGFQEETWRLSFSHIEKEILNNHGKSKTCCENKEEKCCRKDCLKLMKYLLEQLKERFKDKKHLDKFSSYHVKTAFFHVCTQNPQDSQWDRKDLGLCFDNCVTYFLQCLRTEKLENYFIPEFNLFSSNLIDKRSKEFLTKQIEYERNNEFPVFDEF
Numbers without * were called inactive; · = no result given. Rule as the data show it, unless noted: active = inhibition above about 40%; inactive = the rest.

| Structure | mcGAS lum | hcGAS inh | NPYLR7 agonist |
| --- | --- | --- | --- |
| CC(C)(C)c1cc2nc(-c3ccccc3F)cc(C(=O)NC3CC3)n2n1 | -8 | -6 | 17 |
| CCNc1ccnc(N2CCN(Cc3ncnn3CC)CC2)n1 | · | -7 | 1 |
| O=S(=O)(NC1(c2ccc(Br)cc2)CC1)c1ccc(Cl)nc1Cl | -2 | 1 | -2 |
| COc1cncc(-c2cnc3ccc(NCc4ccc5c(c4)OCO5)nn23)c1 | · | -5 | 0 |
| CCCCc1c(C)[nH]c(C(=O)OCC)c1C | -3 | -5 | -2 |
| CN(C)c1ccc(NC(=O)c2ccc3c(c2)CCC(=O)N3)cn1 | -10 | -17 | 1 |
| O=C(COc1ccc([N+](=O)[O-])cc1)NN=C1CCCC1 | -3 | -5 | 4 |
| NC(=O)c1c(N)c(C(=O)c2ccc(Cl)cc2)n2ccccc12 | -8 | -5 | -3 |
| CCC(=O)N1CCC(OC2CCN(C(=O)CC3CCCCC3)CC2)CC1 | -5 | -8 | · |
| O=C(NCCc1ccccc1)C1CCCN(C2CCN(c3cnccn3)CC2)C1 (stereo not given) | -13 | -4 | 0 |

Part of the list above, field by field:
CN(C)c1ccc(NC(=O)c2ccc3c(c2)CCC(=O)N3)cn1
  mcGAS lum = -10
  hcGAS inh = -17
  NPYLR7 agonist = 1
O=C(COc1ccc([N+](=O)[O-])cc1)NN=C1CCCC1
  mcGAS lum = -3
  hcGAS inh = -5
  NPYLR7 agonist = 4
NC(=O)c1c(N)c(C(=O)c2ccc(Cl)cc2)n2ccccc12
  mcGAS lum = -8
  hcGAS inh = -5
  NPYLR7 agonist = -3
CCC(=O)N1CCC(OC2CCN(C(=O)CC3CCCCC3)CC2)CC1
  mcGAS lum = -5
  hcGAS inh = -8
  NPYLR7 agonist = ·

(cont.)
| Structure | mcGAS lum | hcGAS inh | NPYLR7 agonist |
| --- | --- | --- | --- |
| CCCCn1c(Cc2ccccc2)nc2ccccc21 | -1 | 26 | -6 |
| COCCCN(CC(=O)N(CCc1ccccc1)Cc1ccc(C)o1)Cc1c(F)cccc1Cl | -5 | -3 | 0 |
| CC(=O)c1ccc(N2CCN(C(=O)CCn3c(=S)[nH]c4cc5c(cc4c3=O)OCO5)CC2)cc1 | · | 5 | -4 |
| O=C(COc1ccc2ccccc2c1)N1CCC(Nc2ccccc2)CC1 | -10 | -6 | -4 |
| Cn1c(=O)[nH]c(=O)c2c1nc(N1CCN(Cc3ccccc3)CC1)n2CCc1ccccc1 | · | -5 | 9 |
| CC(C)(CN1CCOCC1)CN1CCOC(Cc2ccccc2Cl)C1 (stereo not given) | · | -1 | 8 |
| CCOCCOc1nc(-c2ccc(C(F)(F)F)cc2)n(-c2cccc(NC(=O)c3ccc(F)cc3)c2)n1 | -5 | -13 | 18 |
| COc1ccc(OC)c(-c2ccnc(-n3ncc(C(=O)N(C)CC(O)c4ccccc4)c3C)n2)c1 (stereo not given) | · | 0 | -2 |
| CC1(C)C(C(=O)ON2C(=O)CCC2=O)C1(C)C | · | -11 | 1 |
| CC(C)n1ccc(C(=O)N(Cc2ccccn2)c2nc3c(Cl)cccc3s2)n1 | -10 | -6 | 4 |

| Structure | mcGAS lum | hcGAS inh | NPYLR7 agonist |
| --- | --- | --- | --- |
| CC(C)Cc1nc(CN(C)Cc2cccc3c2OCO3)no1 | -16 | -6 | 3 |
| S=c1[nH]nc(CCc2ccccc2)o1 | -15 | -7 | 0 |
| CC(C)SCCNC(=O)c1cc(Cn2ccc3ccccc32)[nH]n1 | -10 | -9 | 9 |
| CCOc1ccccc1N1CCN(C(=O)c2cc(-c3ccc(OC)cc3OC)nn2-c2ccccc2Cl)CC1 | -2 | -13 | -6 |
| COc1cccc(CNC(=O)CCC2CCCN(c3nc4ccccc4s3)C2)c1 (stereo not given) | -12 | -6 | 3 |
| CC(=O)c1c(C)nn2c3ccccc3n(CCN3CCCCC3)c12 | · | 4 | -1 |
| Fc1ccc(-c2csc(NCc3ccco3)n2)cc1 | · | -11 | 9 |
| O=C(CSc1nnc(NC(=O)c2ccc(Cl)c([N+](=O)[O-])c2)s1)Nc1ccccc1F | -4 | -6 | 6 |
| CCc1cccc(NC(=O)CSC2=NS(=O)(=O)c3ccc(C)cc3N2)c1 | -6 | -4 | 2 |
| O=C(COc1ccccc1)OCc1cc(-c2ccccc2)on1 | · | 0 | 16 |

| Structure | mcGAS lum | hcGAS inh | NPYLR7 agonist |
| --- | --- | --- | --- |
| CCS(=O)(=O)NCc1ccccc1-c1ccc(Cn2cncn2)cc1 | -17 | -8 | -7 |
| CC(NC(=O)Cc1cccc(F)c1)c1cccc(Cl)c1 (stereo not given) | · | -3 | 0 |
| Cc1cc(C(=O)N(C)C2CCCN(C)C2)nn1-c1ccccc1 (stereo not given) | · | -10 | 0 |
| CC(=O)c1ccc(-c2ccc([N+](=O)[O-])s2)s1 | -5 | -3 | 4 |
| COc1ccc(C(=O)N2CCc3nc(Cc4cccc(C(F)(F)F)c4)[nH]c(=O)c3C2)cc1 | -4 | -1 | -7 |
| CSCCC(NC(=O)Cn1nc2c(cc1=O)CSCC2)C(=O)O (stereo not given) | · | -7 | 2 |
| Cn1/c(=N\NC(=O)c2ccc(-c3cnco3)cc2)sc2ccccc21 | · | -10 | 8 |
| CCOC(=O)c1cc(-c2ccc(N3CCN(C(=O)c4ccc5c(c4)OCCN5C)CC3)cc2)n(-c2cccc(F)c2)n1 | -7 | -5 | 24 |
| C=CCN(CC(=O)N1CCc2sccc2C1COc1ccc(Cl)cc1)C(=O)c1cccc(Br)c1 (stereo not given) | -8 | -8 | 13 |
| CC(Sc1ccccn1)C(=O)N(C)Cc1ccsc1 (stereo not given) | -17 | -6 | -1 |

| Structure | mcGAS lum | hcGAS inh | NPYLR7 agonist |
| --- | --- | --- | --- |
| CC1Cc2nc(SCC(=O)NCCc3ccccc3)n(C)c(=O)c2S1 (stereo not given) | · | -8 | 11 |
| CCN(C(=O)c1cccc(N2C(=O)CCC2=O)c1)C(C)c1ccc(C#N)cc1 (stereo not given) | 2 | 7 | -3 |
| COc1cccc(CO[C@]2(C(=O)NCCN3CCOCC3)CC(OCc3cccc(Cl)c3)[C@@H]3OC(C)(C)O[C@@H]3C2)c1 (stereo not given in full) | -4 | -6 | 32 |
| CCCCN(CC(=O)Nc1cc(-c2ccccc2)nn1-c1ccc(Cl)c(Cl)c1)C(=O)Nc1ccc(F)cc1F | -3 | -4 | 12 |
| Cc1noc(CN(C)C(=O)C(C)n2ccnc2C(C)C)n1 (stereo not given) | -13 | -5 | -5 |
| Cc1cc(N)n(-c2nc(C)nc3sc4c(c23)CCC(C)C4)n1 (stereo not given) | · | -5 | 2 |
| O=C(CC1C(=O)NCCN1Cc1ccc(-c2ccccc2)cc1)NCc1ccoc1 (stereo not given) | · | 1 | -2 |
| O=C(c1cccc(Cl)c1)N1CCCC(OCc2ccc(OC(F)(F)F)cc2)C1 (stereo not given) | -3 | -2 | -2 |
| COc1cccc([C@@H](C)Nc2nc(-c3cccnc3)nc3c2CCNC3)c1 | · | -11 | -2 |
| CCC(C)NC(=O)CCc1nnc(-c2ccc(OCc3ccccc3F)c(OC)c2)[nH]c1=O (stereo not given) | -4 | -5 | · |

| Structure | mcGAS lum | hcGAS inh | NPYLR7 agonist |
| --- | --- | --- | --- |
| CCOC(=O)N(C)c1c(CC)nc2c(OCc3ccc(S(C)(=O)=O)cc3)cccn12 | -5 | -5 | 6 |
| COc1ccc(/C=C2N=C(/C=C/c3ccc(Cl)cc3Cl)OC\2=O)cc1OC | -5 | 0 | -7 |
| Cc1cc2c(cnc3ncnn32)c(=O)n1-c1cccc(Cl)c1 | · | -4 | 4 |
| CCN(CC)C(=O)Oc1ccc2c(ccn2Cc2ccc(F)cc2)c1NC(=O)c1cc(C)oc1C | -5 | -1 | 0 |
| Cn1c(=O)n(Cc2ccc(Br)cc2)c(=O)c2c1nc1n2CCN1Cc1ccco1 | · | -12 | 11 |
| Cc1noc(C)c1CS(=O)(=O)CC(O)c1ccc(F)cc1 (stereo not given) | · | -17 | 6 |
| Cc1ccc(C)c(-c2csc3nc(CNCCN4CCOCC4)[nH]c(=O)c23)c1 | · | -4 | 1 |
| CCOC(=O)c1c(C)c(C(=O)CN(C(=O)Nc2ccccc2C(F)(F)F)C2CC2)c(C)n1CC | -5 | -6 | -7 |
| Cc1nnc(-c2cccc(NC(=O)C3CCCCN3C(=O)c3ccnn3C)c2)s1 (stereo not given) | · | -7 | 2 |
| Cc1ccc(CSc2nc(CC(=O)NCc3nc(-c4ccccc4)no3)cs2)cc1 | · | -7 | 3 |

| Structure | mcGAS lum | hcGAS inh | NPYLR7 agonist |
| --- | --- | --- | --- |
| CC(CNS(C)(=O)=O)OC(=O)c1ccc(Cn2cncn2)cc1 (stereo not given) | · | -6 | 1 |
| O=C(NCCc1cnn(-c2ccccc2)c1)[C@H]1Cc2ccccc2CN1 | -18 | -4 | 6 |
| CCC(C)(CC(=O)OC)NC(=O)c1cccc(F)c1F (stereo not given) | · | -6 | 5 |
| Cc1ccc(-c2nc3ccccc3c(=O)n2Cc2cccc(Cl)c2)c(C)c1 | -8 | -5 | 7 |
| CC(OC(=O)c1c(NC(=O)C2CCCCC2)sc2c1CCC2)C(N)=O (stereo not given) | · | -7 | 8 |
| CC(C)(Oc1ccc(Cl)cc1)C(=O)N1CC=C(c2c[nH]c3ccccc23)CC1 | -6 | -3 | 3 |
| CCc1nn(C(CC)C(=O)NC(C)CC)c(=O)c2cc3oc(C)cc3n12 (stereo not given) | -6 | -7 | 2 |
| N#Cc1ccccc1COC1C[C@](OCc2cccc(Cl)c2)(C(=O)NC2CC2)C[C@@H](O)[C@H]1O (stereo not given in full) | -4 | -7 | 17 |
| COC(=O)Cn1cc(C=NNC(=O)C(O)(c2ccccc2)c2ccccc2)c2ccccc21 | -5 | -5 | 1 |
| COc1ccc(NC(=O)c2ccsc2)cc1OC(F)F | · | -14 | 1 |

| Structure | mcGAS lum | hcGAS inh | NPYLR7 agonist |
| --- | --- | --- | --- |
| COc1ccccc1-c1nc2cc(C)ccn2c1NC(=O)C1CCCC1 | -9 | -8 | -12 |
| CCCn1c(=O)c2ccccc2n2c(SC(C)C)nnc12 | · | 5 | 4 |
| CCCCNC(=O)C1(C)CCCCN1Cc1ccc2ccccc2c1 (stereo not given) | · | -14 | 3 |
| O=C(CCn1ccnc1)Nc1cccc(C(=O)Nc2ccccc2Cl)c1 | · | -3 | 10 |
| O=C1NC(=S)NC1=Cc1c(F)cccc1F | · | -1 | 11 |
| CCOC(OCC)c1nc2c(c(=O)[nH]1)CN(CC(O)COCc1ccco1)CC2 (stereo not given) | -4 | -3 | 23 |
| Cc1ccccc1-n1c(-c2ccc(Cl)cc2)cc(C(=O)N2CCN(C(=O)C3CC3)CC2)c1C | -6 | -7 | -1 |
| COC(=O)C(Cc1ccccc1)NC(=O)C1CCCCC1C(=O)N1CCN(c2ccc(OC)cc2)CC1 (stereo not given) | · | -7 | -8 |
| CCCN(C)c1cc(C(F)(F)F)nc(SCc2ccc(C(=O)NCCOC)o2)n1 | -5 | 3 | 3 |
| CCNC(=O)NC(C)Cc1ccc(O)cc1 (stereo not given) | · | -2 | 7 |

| Structure | mcGAS lum | hcGAS inh | NPYLR7 agonist |
| --- | --- | --- | --- |
| COc1ccc(CNC(=O)C(C)Sc2ccccc2Br)cc1 (stereo not given) | · | -9 | 1 |
| O=C(NN=Cc1ccc(O)cc1)c1ccco1 | · | -13 | 2 |
| O=C(CCc1nc(-c2ccc(F)cc2)no1)N1CCOCC1 | -2 | 6 | 6 |
| Cc1ccc(N(C)S(=O)(=O)c2c(-c3ccccc3)csc2C(N)=O)cc1 | -9 | -3 | · |
| CC(C)c1cc(Cn2ccnc2-c2ccc3c(c2)OCCO3)on1 | 2 | 2 | -2 |
| CS(=O)(=O)N1CCC(NC(=O)CCc2cccs2)CC1 | · | -11 | 25 |
| CC(C)Cc1cc(CNC2CCN(CC(C)C)CC2)no1 | -17 | -5 | 4 |
| CS(=O)(=O)N1N=C(c2cn(-c3ccccc3)nc2-c2ccccc2)CC1c1ccccc1O (stereo not given) | -6 | -4 | -3 |
| C=CCN1C(=O)NC(c2cccc(F)c2)C2=C1CN(Cc1cccnc1)C2=O (stereo not given) | -4 | -4 | 25 |
| CCC(C)N(CC(=O)N(Cc1ccccc1)Cc1sccc1C)C(=O)Nc1ccc(OC)cc1 (stereo not given) | -5 | -8 | 9 |

| Structure | mcGAS lum | hcGAS inh | NPYLR7 agonist |
| --- | --- | --- | --- |
| N#Cc1ccc(S(=O)(=O)NCC(=O)OCC(=O)N2CCCCCC2)cc1 | · | -12 | 12 |
| CC(=O)Nc1ccc(C2C3=C(CCCC3=O)OC3CCCC(=O)C32)cc1 (stereo not given) | · | -2 | 1 |
| COc1ccc(Cc2n[nH]c(=O)n2-c2ccc(OC)cc2C)cc1 | · | 0 | -5 |
| Cc1onc(-c2ccccc2)c1C(=O)NNC(=O)C(C)Oc1ccc(F)cc1 (stereo not given) | · | 3 | 15 |
| COc1ccc(Cl)cc1CC(=O)N1CCCC1C(=O)O (stereo not given) | 1 | 2 | 8 |
| CCc1cccc(C)c1NC(=O)c1nn(C(C)C)c(=O)c2ccccc12 | · | -6 | -8 |
| c1ccc(CNc2nc(-c3ccc[nH]3)cs2)cc1 | · | -4 | 3 |
| O=C(c1cc(Cl)c2c(c1)OCCCO2)N(CC1CCOC1)C1CC1 (stereo not given) | · | -12 | -8 |
| Cc1ccc(C)c(Cn2c(CCNC(=O)c3ccco3)nc3ccccc32)c1 | · | -2 | -1 |
| O=C(NNS(=O)(=O)c1ccccc1Cl)c1ccc2c(c1)OCO2 | · | -7 | 4 |
| O=C(O)c1ccccc1C(=O)NC1=NN(c2ccccc2)CC1 | -5 | -7 | -5 |
| CCCc1cc(=O)n(CC(N)=O)c(-n2nc(C)cc2C)n1 | -9 | -14 | 2 |
